# D2 antagonist: D2 dopamine receptor (human) antagonism; P14416; HEK293 TREx D2 cells, calcium flux, dopamine EC80; inhibition, % at 10 µM; 340,000 compounds, 2% hits; AID 485344; in the data active = inhibition above about 30%; note: 0% is about no effect
# Target sequence (P14416 whole entry, looked up): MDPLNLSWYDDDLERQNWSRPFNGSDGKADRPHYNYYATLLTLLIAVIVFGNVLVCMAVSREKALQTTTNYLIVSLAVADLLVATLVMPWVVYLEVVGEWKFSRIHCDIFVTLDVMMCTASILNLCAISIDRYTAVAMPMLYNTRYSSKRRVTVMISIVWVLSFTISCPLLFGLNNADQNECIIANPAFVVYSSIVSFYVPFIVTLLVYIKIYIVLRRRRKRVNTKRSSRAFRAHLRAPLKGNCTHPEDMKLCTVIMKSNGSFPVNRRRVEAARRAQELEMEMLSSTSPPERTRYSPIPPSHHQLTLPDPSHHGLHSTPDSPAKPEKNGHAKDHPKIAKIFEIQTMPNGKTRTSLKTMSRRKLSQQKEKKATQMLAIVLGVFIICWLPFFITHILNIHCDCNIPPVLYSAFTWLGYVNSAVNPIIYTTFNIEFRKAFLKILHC
#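 Calcium mobilization kinetics were recorded at 1 s intervals in tetracycline-induced HEK293 T-REx D2 cells, first for 180 s after compound addition and then 180 s after EC80 dopamine.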
# TRHR agonist: agonists of human TRH receptor | P34981 | TRHR cells, calcium flux fluo-8, FDSS agonist mode | activation, % at 2 µM | 360,000 compounds, 0.18% hits; note: 0% is about no effect
# Target sequence (P34981 whole entry, looked up): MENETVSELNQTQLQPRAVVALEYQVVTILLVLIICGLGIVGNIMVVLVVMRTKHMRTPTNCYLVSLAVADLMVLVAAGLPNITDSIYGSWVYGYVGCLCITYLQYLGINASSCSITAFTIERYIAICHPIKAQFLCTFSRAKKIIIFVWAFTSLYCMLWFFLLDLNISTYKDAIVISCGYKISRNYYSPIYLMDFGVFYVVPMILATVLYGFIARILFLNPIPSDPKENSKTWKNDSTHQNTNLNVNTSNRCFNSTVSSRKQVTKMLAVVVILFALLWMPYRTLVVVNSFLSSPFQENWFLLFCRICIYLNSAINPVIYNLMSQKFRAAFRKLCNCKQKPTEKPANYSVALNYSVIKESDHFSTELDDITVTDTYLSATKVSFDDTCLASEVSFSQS
#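 Agonist-mode FDSS calcium read (Ex 480/Em 530, 1 s cycles) in 1536-well TRHR cells with fluo-8 dye, after 10-cycle baseline and 23 nL compound addition; TRH at EC20 (10 nM final) added afterwards for the enhancer phase.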
# D1 antagonist: antagonists of human D1 dopamine receptor; HEK293 TREx D1 cells, calcium flux, dopamine EC80; stronger effect = lower value; activity change, negative = inhibition, % at 10 µM; 360,000 compounds, 3.2% hits; AID 504652; in the data active = activity change below about -30%; note: % is set by controls: 0 for no effect and ±100 for the full control effect
#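 Inducible Hek293 Trex D1 cells (tetracycline, overnight, 30 C). Calcium dye 30–90 min RT. Antagonist mode: EC80 dopamine added after 180 s compound read.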
# D1 agonist: agonists of human D1 dopamine receptor; P21728; HEK293 T-REx D1 cells, calcium flux, agonist mode; 360,000 compounds, 1% hits; activation, % at 2 µM; AID 504660; note: 0% is about no effect
#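 Tetracycline-induced HEK293 TREx D1 cells, force-coupled to calcium signalling, were dye-loaded with a no-wash calcium kit. Compound was pin-added after a 10 s baseline. Fluorescence was read kinetically at 1 cycle/s for 180 s, with calcium rises flagged as agonism.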
# D2 ag: agonists of human D2 dopamine receptor | P14416 | HEK293 T-REx D2 cells, calcium flux agonist mode | activation, % at 2 µM | 340,000 compounds, 0.53% hits;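 active = activation over 3 SD above normal in the single-dose calcium agonist read, cut at about 30% in these data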; note: 0% is about no effect
#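 Agonism scored from kinetic calcium signal (1 read/sec, 180 s) following compound pin transfer, after a 10 s baseline. Cells: HEK293 Trex line expressing inducible D2 receptor coupled to calcium, dye-loaded after overnight culture at 30 C.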
# D1 potentiator: potentiators of human D1 dopamine receptor; HEK293 TREx D1 cells, calcium flux, dopamine EC20 potentiation; potentiation, % at 10 µM; 360,000 compounds, 0.036% hits; AID 504651; in the data active = potentiation above about 30%; note: 0% is about no effect
# RXFP1 antagonist: blocks the human relaxin receptor RXFP1. HEK293-RXFP1, relaxin-stimulated cAMP HTRF, 30 min; stronger effect = lower value. Q9HBX9. AID 1259400. 350,000 compounds, 0.59% hits. activity change, negative = inhibition, % at 57.5 µM;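 active = activity change of -60% or lower, but not beyond a set lower limit; inconclusive = change between -60% and -40%, or beyond the set limit; inactive = change above -40%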; note: % is set by controls: 0 for no effect and ±100 for the full control effect
# D2 potentiator: positively modulates the human D2 dopamine receptor allosterically | P14416 | HEK293 T-REx D2, calcium flux, EC20 dopamine potentiation | potentiation, % at 10 µM | 340,000 compounds, 0.34% hits;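 active = potentiation over 3 SD above the plate norm, cut at about 30% in these data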; note: 0% is about no effect
#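 Using a no-wash calcium dye in inducible, force-coupled HEK293 Trex cells expressing D2, we tracked fluorescence each second for 180 s after compound, then for 180 s after EC20 dopamine to detect augmented signalling.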
# TRHR enhancer: TRH receptor (human) allosteric enhancement. P34981. TRHR cells, fluo-8 calcium fluorescence, EC20 TRH enhancement. enhancement, % at 2 µM. 360,000 compounds, 0.66% hits; in the data active = enhancement above about 30%; note: 0% is about no effect
#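 Enhancer read-out: after compound pinning and an initial kinetic agonist-mode read, an EC20 of TRH (10 nM final) was injected and fluo-8 calcium signal (Ex 480/Em 530) followed at 1 s/cycle for 100 cycles in TRHR-expressing cells.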
# * = called active by the depositor; ? = inconclusive; · = not tested or not shown. Cut-off read from the data, not from the text of the source, unless noted: active = activation above about 30%; inactive = the rest.
SMILES,D2 antagonist,TRHR agonist,D1 antagonist,D1 agonist,D2 ag,D1 potentiator,RXFP1 antagonist,D2 potentiator,TRHR enhancer
CC(=O)NC1CC(=O)N(c2ccc3c(c2)OCCO3)C1 (stereo not drawn),·,0.5,·,1,·,1,-3,19,2
O=C(NCCc1ccccc1)c1cc(-c2ccc(Cl)cc2)on1,·,0.0,-13,1,·,0,·,-6,-12
OC(c1ccccn1)c1c[nH]c2ccccc12 (stereo not drawn),1,0.8,2,3,0.9,-3,·,4,-8
CC1CCN(C(C)C(=O)Nc2ccc(S(=O)(=O)N3CCCC3)cc2)CC1 (stereo not drawn),25,0.1,-13,5,0.7,-4,7,-3,-2
Cc1cccc(C)c1Nc1c(-c2ccccn2)nc2ccccn12,5,0.0,15,1,-0.3,-2,?,-1,-3
CCC1=C(OC(=O)N(CC)CC)N2C(=O)OC(=NCCOC)[C@]2(Cc2ccccc2)[C@H]2C1=CC[C@H]1C(=O)N(CC)C(=O)[C@H]12,·,-0.2,24,1,·,1,·,·,16
COC(=O)c1ccc(COc2ccc3ccc(=O)oc3c2)o1,2,0.4,-10,3,-0.4,-2,-5,-1,5
CC(C)(NO)/C(=N/O)c1cccs1,19,0.2,-6,3,0.5,-2,-1,-4,4
CCOC(=O)c1cc(-c2ccc(OC)cc2)n(CCC(=O)NCCc2ccc(OCC)c(OCC)c2)c1C,·,0.0,-7,6,0.9,-4,-11,0,6
Cc1cc(OCc2cc(C(=O)N3CCN(CC4CC4)CC3)no2)cc(C)c1Cl,18,0.2,-7,13,-1.0,-4,-1,-4,0
O=C(c1cccc([N+](=O)[O-])c1)N1CCN(Cc2ccc3c(c2)OCO3)CC1,-6,-1.0,-30*,7,-0.3,-7,-10,8,4
O=C(C1CC1)N1N=C(c2cccc(Br)c2)CC1(O)C(F)(F)F (stereo not drawn),-4,0.0,7,3,-0.7,-1,-35,1,-4
CS(=O)(=O)c1ccc(C(=O)NCCN2C(=O)S/C(=C\c3cccnc3)C2=O)cc1[N+](=O)[O-],5,0.0,-10,1,1.1,-1,2,-4,3
CCCCN(Cc1cccs1)S(=O)(=O)c1ccc(-c2ccc(=O)[nH]n2)s1,5,0.1,-13,3,-0.2,-7,-31,3,-1
CNc1nc(N)c([N+](=O)[O-])c(NCc2ccccc2)n1,44*,-0.8,11,6,10,-6,1,-1,2
O=c1oc2c3c(nn2c2ccccc12)CCCC3,-8,-0.1,-16,1,0.3,-8,-1,3,-2
COc1ccc(C2=NOC(Cn3nc(C(=O)NCc4ccc(OC(F)(F)F)cc4)cc3-c3ccccc3)C2)cc1 (stereo not drawn),1,0.8,4,4,1.4,-3,·,2,-1
Cc1cc(C)c(S(=O)(=O)N/N=C/c2ccc([N+](=O)[O-])o2)c(C)c1,3,0.8,-3,5,-0.3,-3,-9,9,-7
CCCCOc1ccc(C(=O)NCC(=O)N2CC(C)OC(C)C2)cc1 (stereo not drawn),15,0.2,-2,3,0.3,1,-3,-17,-1
CCn1c(CN2CCC(C)CC2)nc2cc(NC(=O)c3ccccc3[N+](=O)[O-])ccc21,·,0.3,1,0,·,0,-9,-38,4

# In the list so far, these contain a thiophene ring, fused or not:
SMILES,D2 antagonist,TRHR agonist,D1 antagonist,D1 agonist,D2 ag,D1 potentiator,RXFP1 antagonist,D2 potentiator,TRHR enhancer
CC(C)(NO)/C(=N/O)c1cccs1,19,0.2,-6,3,0.5,-2,-1,-4,4
CCCCN(Cc1cccs1)S(=O)(=O)c1ccc(-c2ccc(=O)[nH]n2)s1,5,0.1,-13,3,-0.2,-7,-31,3,-1

# Further entries.
SMILES,D2 antagonist,TRHR agonist,D1 antagonist,D1 agonist,D2 ag,D1 potentiator,RXFP1 antagonist,D2 potentiator,TRHR enhancer
O=C(Cc1ccc([N+](=O)[O-])cc1)NCc1ccc2c(c1)OCO2,6,-0.2,-24,2,-0.4,-7,-3,-5,-5
COc1ccccc1CNS(=O)(=O)c1ccc2c(c1)oc(=O)n2C,-2,0.6,10,16,1.4,·,1,-6,8
Cc1ccc(CC(=O)NCCc2ccc(S(N)(=O)=O)cc2)cc1,3,2.6,6,1,-0.3,2,22,0,3
O=C(c1cccc(C(=O)N2CCN(c3ccccc3F)CC2)n1)N1CCN(c2ccccc2F)CC1,-8,-0.6,-1,-2,-1.1,-3,5,11,-4
CCCOn1c(OCC(C)C)nc2ccccc2c1=O,0,1.8,-6,1,0.3,-7,-2,4,1
CC(=O)Nc1cc[n+](C(C)C(=O)c2ccc(Br)cc2)cc1 (stereo not drawn),54*,0.6,-10,2,0.1,-1,3,-23,13
CCN(C(=O)c1cc2c(s1)-c1ccccc1OC2)c1cccc(C(F)(F)F)c1,·,0.7,4,6,0.1,-5,-7,9,7
Nc1ccc2nc(SCc3ccc([N+](=O)[O-])cc3)sc2c1,6,0.2,-5,5,0.0,-5,-1,2,0
CCOC(=O)N1CCN(Cc2nnc(-c3cccc(Br)c3)o2)CC1,-4,-0.1,7,4,1.1,-6,1,-7,11
COc1ccc(-c2cc(C(=O)Oc3ccc(C)cc3)c3cc(C)ccc3n2)cc1,·,-0.8,-5,1,0.3,0,-8,1,11
CC1CN(C(=O)Nc2ccc3c(c2)OCO3)CC(C)O1 (stereo not drawn),2,0.1,0,4,0.8,0,-24,-8,-3
CCCNC(=O)c1cnn2c(C)c(Cc3c(C)cc(C)cc3C)c(C)nc12,·,-0.4,10,-1,·,1,?,18,3
CCOC(=O)c1cc(C(=O)c2cc(Cl)ccc2O)coc1=N,5,0.4,7,4,-0.4,-4,-24,6,1
COc1ccc2nc(C)cc(N3CCN(S(=O)(=O)c4ccccc4F)CC3)c2c1,-12,-0.3,0,0,-0.1,-2,-1,0,1
Cn1c(=O)[nH]c(=O)c2c1nc(NCc1ccccc1)n2Cc1ccc(F)cc1,-7,-0.8,-10,1,0.2,-7,1,9,48*
CCN1CCN(C(=O)c2ccc(OC)c(S(=O)(=O)Nc3ccc(C)cc3)c2)CC1,7,-1.0,-17,3,2.6,0,2,-3,-3
COc1ccc(C(=O)OCC(=O)Nc2ccccc2)cc1[N+](=O)[O-],-2,-1.4,-12,6,-1.3,2,8,8,-11
CSc1ncc(C(=O)Nc2cccc(S(N)(=O)=O)c2)n1-c1ccccc1,1,0.3,4,1,0.6,-3,-3,1,-3
Cc1ccc(C)c(Cn2c(=O)n(CCCCC(=O)NCc3ccc4c(c3)OCO4)c(=O)c3ccccc32)c1,·,-1.0,-6,3,0.8,0,·,·,9
O=C(c1cc(S(=O)(=O)NCc2ccco2)ccc1Br)N1CCOCC1,-1,-0.3,-11,1,-0.2,6,6,7,8
Cc1cc(C)c2oc(C(=O)Nc3ccc(S(=O)(=O)N4CCCC(C)C4)cc3)cc(=O)c2c1 (stereo not drawn),-14,1.4,-22,2,0.7,-4,-13,0,16
COC(=O)c1cnc(N2CCOCC2)nc1C(F)(F)F,2,-0.2,-12,3,-0.2,-4,-11,-1,1
CSc1ccccc1NC(=O)CN(C)CC(=O)Nc1cccc(Br)c1,-8,-0.5,-9,2,0.0,-5,-1,5,5
Cn1cccc1/C=C1\SC(=S)N(NC(=O)c2ccccc2O)C1=O,-3,3.1,4,10,0.5,-7,-15,8,2
CCOC(=O)N1CCN(CC(=O)Nc2ccc([N+](=O)[O-])cc2C(=O)Nc2ccccc2F)CC1,-13,-1.6,7,2,-0.7,-9,2,-2,-4
O=C(CN1CCOCC1)N1CCc2ccccc2C(c2ccccc2)C1 (stereo not drawn),3,-0.2,5,5,-1.0,1,1,5,-4
CCCCNC(=O)c1onc(CCl)c1C(=O)OC,-7,-0.4,7,1,0.2,-2,·,-4,2
Cc1cc(Nc2cnc3ccccc3n2)n(-c2ccccc2)n1,18,-0.2,-9,0,-0.1,-5,11,-21,-12
O=C(CN1C(=O)c2ccccc2S1(=O)=O)NCCC1=CCCCC1,-9,-1.0,-9,1,0.2,-4,-3,-6,-15
Cc1cccnc1NC(=S)Nc1ccc(Cl)c(Cl)c1,2,-0.2,-14,3,-0.4,-3,-11,0,0
CCCCN(C(=O)c1nn(C)c(=O)c2ccccc12)c1c(N)n(CCC)c(=O)[nH]c1=O,-8,1.6,10,2,0.8,-4,3,9,9
Cc1ccc(CS(=O)(=O)c2ncc(Cl)c(C(=O)Nc3nnc(C)s3)n2)cc1,2,-0.6,-6,2,-0.4,-1,-2,-10,-5
Cc1csc(N(C(=O)CCNC(=O)c2ccc([N+](=O)[O-])cc2)c2ccccc2)n1,-2,1.6,-15,9,0.9,-4,2,6,-2
COc1ccc(CNc2nn[nH]n2)cc1OC,-24,-0.4,-10,-2,-0.2,-2,-6,17,2
Cc1cc(C)c2oc(-c3cccc(NC(=O)c4ccco4)c3)nc2c1,·,0.7,-46*,3,1.4,1,-9,-16,-9
N=C1/C(=C\c2ccc(-c3ccc(C(=O)O)cc3)o2)C(=O)N=C2SC=C(c3ccccc3)N12,-7,-0.2,-16,38*,7.7,-5,-4,-13,4

# Molecules above with fluorine (8):
SMILES,D2 antagonist,TRHR agonist,D1 antagonist,D1 agonist,D2 ag,D1 potentiator,RXFP1 antagonist,D2 potentiator,TRHR enhancer
O=C(C1CC1)N1N=C(c2cccc(Br)c2)CC1(O)C(F)(F)F (stereo not drawn),-4,0.0,7,3,-0.7,-1,-35,1,-4
COc1ccc(C2=NOC(Cn3nc(C(=O)NCc4ccc(OC(F)(F)F)cc4)cc3-c3ccccc3)C2)cc1 (stereo not drawn),1,0.8,4,4,1.4,-3,·,2,-1
O=C(c1cccc(C(=O)N2CCN(c3ccccc3F)CC2)n1)N1CCN(c2ccccc2F)CC1,-8,-0.6,-1,-2,-1.1,-3,5,11,-4
CCN(C(=O)c1cc2c(s1)-c1ccccc1OC2)c1cccc(C(F)(F)F)c1,·,0.7,4,6,0.1,-5,-7,9,7
COc1ccc2nc(C)cc(N3CCN(S(=O)(=O)c4ccccc4F)CC3)c2c1,-12,-0.3,0,0,-0.1,-2,-1,0,1
Cn1c(=O)[nH]c(=O)c2c1nc(NCc1ccccc1)n2Cc1ccc(F)cc1,-7,-0.8,-10,1,0.2,-7,1,9,48*
COC(=O)c1cnc(N2CCOCC2)nc1C(F)(F)F,2,-0.2,-12,3,-0.2,-4,-11,-1,1
CCOC(=O)N1CCN(CC(=O)Nc2ccc([N+](=O)[O-])cc2C(=O)Nc2ccccc2F)CC1,-13,-1.6,7,2,-0.7,-9,2,-2,-4
